Lipid storage S3 – qHTS Assay for Lipid Storage Modulators in Drosophila S3 Cells. Drosophila S3 cells, BODIPY lipid droplet fluorescence, 18-24 h; cells fed with added oleic acid. Potency in µM for hits, for the others lipid storage change, negative = inhibition, % at the top dose, mostly 46.1 µM. hit rate 0.64% among 320,000. AID 2685; active = well fitted inhibition curve with a large enough effect in the signal ratio, with a control signal flat, not every such curve was filed as active; inconclusive = small, poorly fitted or top-dose-only effect, or effect the other way, or a change in a side signal; the % refers to the signal ratio
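Drosophila S3 cells got compounds at several concentrations plus oleic acid (400 uM solution). Laser-scanning cytometry with 488 nm excitation read lipid droplets at 500-530 nm and cells at 575-640 nm. Percent activity was relative to 20 uM Triacsin C.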
Lipid storage S3 cell count max – further read-out of Lipid storage S3, marked with its call; cell number change, %; measured here: cell count max response;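 cells counted by Cell Tracker Red CMTPX staining in the red channel; peak over a dose series mostly up to 46.1 µM; percent activity relative to internal control wells on each plate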
* = called active by the depositor; i = inactive; ? = inconclusive; / = no result given; [ ] = remark or other dose. % is scaled to controls: 0 for no effect and ±100 for the full control effect; potency is read from the fitted curve at half-maximal effect. Not all compounds are listed, so the mix of outcomes need not match the whole.

SMILES	Lipid storage S3	Lipid storage S3 cell count max
S=C1NCCc2ccc(Cl)cc2C1c1ccccc1 (stereo not given)	4.7%	1.1
CC(Nc1nc(-c2ccccc2O)nc2ccccc12)c1ccccc1 (stereo not given)	?	/
Cc1coc2c(C)c3oc(=O)c(CCC(=O)NCCCN4CCCC4=O)c(C)c3cc12	?	/
CCOC(=O)c1c(C)[nH]c(C)c1C(=O)COC(=O)COc1ccc(Cl)c(C)c1	?	/
Cn1nc(C(=O)Nc2ccccc2N2CCCC2)c2ccccc2c1=O	i[0.369 µM]	4.4
O=C(Cc1cnc2ncnn2c1)N1CCc2c([nH]c3ccccc23)C1c1ccccc1F (stereo not given)	?	/
COc1ccccc1/C=C\C(=O)NCC(=O)N/N=C/c1cccc(OC)c1O	?	/
O=C(Nc1ccccc1-c1nc2ccccc2s1)c1ccc(Br)o1	?	/
O=C(Nc1cccnc1)C(Cc1ccccc1)n1cccc1 (stereo not given)	?	/
CCn1c(SC(C)C)nnc1-c1c[nH]c2ccccc12	?	/
c1ccc2c(C[n+]3csc4ccccc43)cccc2c1	12.6%	8.6
Cc1ccccc1Nc1nc(N)nc(COC(=O)c2ccccc2)n1	?	/
COC(Cc1ccccc1N1CCCC1=O)OC	i	24.3
O=C(CNC(=O)c1ccc(Br)cc1)OCC(=O)c1ccccc1	?	/
COc1cccc(C(=O)N2CCN(CCCc3ccccc3)CC2)c1OC	2.0%	2.8

Record cards (already shown). Order of values: Lipid storage S3	Lipid storage S3 cell count max
Results for CC(Nc1nc(-c2ccccc2O)nc2ccccc12)c1ccccc1 (stereo not given) : ?	/
Results for O=C(Nc1ccccc1-c1nc2ccccc2s1)c1ccc(Br)o1 : ?	/
Results for O=C(Cc1cnc2ncnn2c1)N1CCc2c([nH]c3ccccc23)C1c1ccccc1F (stereo not given) : ?	/
Results for CCn1c(SC(C)C)nnc1-c1c[nH]c2ccccc12 : ?	/

Continuation:
SMILES	Lipid storage S3	Lipid storage S3 cell count max
O=C(NCCCn1ccnc1)C(=O)NCC1OCCN1S(=O)(=O)c1ccc(Br)cc1 (stereo not given)	5.8%	-6.4
CCCCC(=O)Nc1nnc(SCC(=O)NC2CC2)s1	?	/
O=C(CN1C(=O)/C(=C\c2cccc(Br)c2)Oc2ccccc21)NCCCN1CCOCC1	?	/
N#Cc1cc(-c2ccccc2)nnc1Sc1ccc(Cl)cc1	i	/
N#Cc1c(-n2ccnc2)cccc1-n1ccnc1	-2.0%	3.7
CC(=O)OCCSc1c(-c2ccccc2)c2cc(Cl)ccc2[nH]c1=O	?	/
CCOc1ccc2c(c1)c(N=NC(=N)N)c(O)n2C	-4.0%	-5.4
Cc1snc(SCc2ccc(F)cc2)c1C#N	8.4%	5.3
Cc1cc(C)nc(SCC(=O)Nc2cccc(S(=O)(=O)N(C)C)c2)n1	?	/
Cc1ccc(C)c(C(=O)COC(=O)CN2C(=O)C3C4C=CC(C4)C3C2=O)c1 (stereo not given)	?	/
Nn1c(SCc2ccccn2)nncc1=O	?	/
Cc1ccc(S(=O)(=O)NC2c3cccc4cccc(c34)C2Sc2ncccn2)cc1 (stereo not given)	?	/
N#Cc1c(-c2ccc(Cl)cc2)ccnc1N1CCOCC1	?	/
Cc1cc(C)c2nc(-c3ccccn3)cc(C(=O)N3CCCC3)c2c1	?	/
NC(=O)C1CCN(C(=O)Cc2ccc([N+](=O)[O-])cc2)CC1	14.0%	/
COc1ccc(Cl)cc1C(=O)NC1=NCCS1	?	/
Cc1nn(-c2ccc(N3CCOCC3)nn2)c(C)c1CCC(=O)NCc1ccccc1	i	-5.8
CCn1cc(CNC(=O)CCc2nnc(CCC3CCCCC3)o2)cn1	11.5%	-0.2
c1ccc(-c2cnc(CSc3nnc4ccccn34)o2)cc1	i	-4.9
CCN1CCN(C(=S)NCC2CCCO2)CC1 (stereo not given)	?	/
Cc1cc(Cl)c2oc(C(=O)NC3CCC(O)CC3)c(C)c2c1 (stereo not given)	?	/
O=C(COC(=O)C1CCC1)NCc1ccccc1	?	/
Cc1cc(-c2nnc3n2N=C(c2ccc(-c4ccccc4)cc2)CS3)n[nH]1	?	/
Cc1ccc(CNC(=O)c2ccc3c(=O)c(O)c(-c4ccc(C)cc4)[nH]c3c2)cc1	-18.5%	/
COC(=O)c1c(CSc2cccc(C)c2)noc1C(=O)NCc1ccco1	?	/
O=C(OCC(=O)N1CCCCC1)c1cc(NS(=O)(=O)c2ccc(Cl)c([N+](=O)[O-])c2)ccc1O	-16.2%	2.9
O=C1c2ccccc2C(=O)C1c1ccccc1	2.6%	3.8
CCCCN(C)CC(O)Cn1cc(/C=C/C(=O)c2cccs2)c2ccccc21 (stereo not given)	?	/
CC(C)COc1ccc(C(=O)N(Cc2ccco2)C2CCS(=O)(=O)C2)cc1 (stereo not given)	?	/
O=C(CCS(=O)(=O)Cc1ccccc1)N1CCN(c2ccccc2)CC1	?	/

Among those listed so far, four contain a cyano group:
SMILES	Lipid storage S3	Lipid storage S3 cell count max
N#Cc1cc(-c2ccccc2)nnc1Sc1ccc(Cl)cc1	i	/
N#Cc1c(-n2ccnc2)cccc1-n1ccnc1	-2.0%	3.7
Cc1snc(SCc2ccc(F)cc2)c1C#N	8.4%	5.3
N#Cc1c(-c2ccc(Cl)cc2)ccnc1N1CCOCC1	?	/

Carrying on:
SMILES	Lipid storage S3	Lipid storage S3 cell count max
COc1ccc(CCNS(=O)(=O)c2cccc3cccnc23)cc1OC	-1.3%	-0.2
O=C(Nc1ccc(Cl)cc1)C1CC(=O)n2c(nc3ccccc32)N1 (stereo not given)	?	/
CCc1ccccc1NC(=O)CNC(=O)CCNC(=O)Nc1ccccc1	?	/
O=C1NCCCCC1NS(=O)(=O)c1ccccc1 (stereo not given)	?	/
N/C(=N\N=C\c1ccco1)SC1CC(=O)N(c2ccccc2)C1=O (stereo not given)	?	/
CC1Cc2ccccc2N1CC(=O)Nc1ccc2c(c1)OC(F)(F)O2 (stereo not given)	i	-5.4
O=C(COC(=O)C12CC3CC(CC(Br)(C3)C1)C2)N1CCOCC1	?	/
CCN(CC)Cc1csc(C(N)=O)c1	i	/
O=C(COC(=O)CCc1ccccc1)NC12CC3CC(CC(C3)C1)C2	?	/
Cc1ccc(C(=O)NCCc2nnc3ccc(SCC(=O)N4CCCC4)nn23)cc1	?	/
CCN(CC)S(=O)(=O)c1ccc(C(=O)/C=C/c2ccc(-c3ccc([N+](=O)[O-])cc3)o2)cc1	-2.2%	6.9
CCOc1ccc2nc(NC(=O)C3CCN(c4cnccn4)CC3)sc2c1	23.1%	-2.0
CCN(C(=O)COC(=O)COc1ccc2c(c1)CCC2)c1c(N)n(Cc2ccccc2)c(=O)[nH]c1=O	?	/
O=C(NCCCn1ccnc1)C1c2ccccc2Oc2ccccc21	?	/
Cc1cc(C)c2c(N)c(C(=O)NCC3CCCCC3)sc2n1	?	/
COc1ccc(CCNS(=O)(=O)c2ccc(-c3ccc(=O)[nH]n3)o2)cc1OC	?	/
Cc1ccc(-c2cc(N)nc(-c3ccccc3)c2)cc1	i	-6.3
Nc1cc(=O)[nH]c(=O)n1-c1cccc(F)c1	-0.6%	7.1
Cc1nn(-c2ccccc2)c(Cl)c1/C=N/NC(=O)CNc1n[nH]c(=O)[nH]c1=O	-0.1%	11.6
COc1ccc(CNCC2COc3ccccc3O2)cc1 (stereo not given)	?	/
CSc1nsc(SCC(=O)NCc2ccc(C)cc2)n1	?	/
NS(=O)(=O)c1ccc(N/C=C\C(=O)c2ccc(F)cc2)cc1	?	/
COCCCN1C2=C(C(=O)CC(C)(C)C2)C(c2ccc(O)c(OC)c2)C2=C1CC(C)(C)CC2=O	6.2%	-5.0
COc1ccc(CN(CCCN2CCOCC2)C(=O)Nc2ccccc2)cc1OC	?	/
CCOC(=O)c1c(C)[nH]c(C)c1S(=O)(=O)N(C)CC(=O)Nc1cccc(C)n1	-6.3%	-14.3
COc1cc(C2c3c(oc4cc(C)c(C)cc4c3=O)C(=O)N2c2cc(C)ccn2)ccc1O (stereo not given)	?	/
O=C(COC(=O)c1ccc(S(=O)(=O)NCc2ccco2)cc1)c1ccccc1	7.0%	4.6
COC(=O)c1ccc2c(=O)n(Cc3ccc(C(=O)NC4CCCC4)cc3)c(=S)[nH]c2c1	5.9%	1.9
COc1cc(NS(=O)(=O)c2c(C(=O)N3CCOCC3)c(C)n(C)c2C)cc(OC)c1OC	25.0%	-13.5
O=C(CSc1nnc(NC(=O)c2ccccc2)s1)NCC1CCCO1 (stereo not given)	?	/
COc1ccc(/C=C/C(=O)NCC(=O)N/N=C(/C)c2ccco2)cc1	6.2%	-4.2
Cc1cc(C)cc(OC(=O)CN2C(=O)c3ccccc3C2=O)c1	-7.1%	-2.2
CCOC(=O)c1c(-c2cccs2)csc1NC(=O)CCCC(=O)O	?	/
COCCSc1ccccc1C(=O)Nc1nncs1	?	/
CN(C(=O)Cn1cc(C(F)(F)F)cc(Cl)c1=O)C1CCS(=O)(=O)C1 (stereo not given)	?	/
O=C(c1ccc(Cn2cc(Br)cn2)o1)N1N=C(C(F)F)CC1(O)C(F)F (stereo not given)	?	/
NC(=S)N1OC[C@@H]2COc3ccc4ccccc4c3[C@@H]21	?	/
CCOc1ccc(S(=O)(=O)N2CCC(C(=O)NC3CCCCC3)CC2)cc1	?	/
Cc1sc2nc(C(C)C)nc(SCC(=O)NC3CC3)c2c1C	?	/
COc1ccc(CNC(=O)c2c(O)c3cccc4c3n(c2=O)CCC4)cc1OC	?	/
COc1cc(OC)cc(C(=O)OCc2cc3ccccc3[nH]c2=O)c1	?	/
Cc1ccc(C2CC(c3ccco3)n3nc(N)nc3N2)cc1 (stereo not given)	-20.2%[9.22 µM]	-17.2
COC(=O)CCCCCN1C(=O)/C(=C\c2ccncc2)SC1=S	-0.7%	-6.3
O=C(NCCc1ccccc1)c1ccc([N+](=O)[O-])cc1	4.7%	1.9
Cc1sc2nc(CSc3n[nH]c(N)n3)[nH]c(=O)c2c1C	?	/
CCS(=O)(=O)N1CCCC(C(=O)N2CCc3ccccc3C2)C1 (stereo not given)	-4.9%	5.6
NCCCC[C@@H](C(=O)NCCCCCCCCCCC(=O)N1CCNCC1)n1cc(CCO)nn1	15.1%	9.0
COC(=O)c1c(SCC(=O)NC2CCCCC2)[nH]c2ccccc2c1=O	?	/
CCNc1nnc(SCC(=O)N2c3ccccc3NC(=O)CC2C)s1 (stereo not given)	?	/
Cc1ccc(S(=O)(=O)Nc2nonc2C)cc1	?	/
CC(c1ccc(F)cc1)n1cc(S(=O)(=O)N2CCCC2)ccc1=O (stereo not given)	86.5%	3.0
Cc1noc(C)c1CSCC(=O)Nc1nc2c(F)cc(F)cc2s1	?	/
C#CCOCCOCCOCCNc1nc(N2CCN(C(=O)[C@H]([C@@H](C)CC)n3cc([C@@H](N)CO)nn3)CC2)nc(N2CCN(C(=O)[C@H](CCCCN)n3cc([C@@H](N)CC(C)C)nn3)CC2)n1	-13.3%	2.1
COc1cc(OC)cc(C(=O)NCC2CCCN(C(=O)c3oc(C)cc3C)C2)c1 (stereo not given)	?	/
COc1ccc(/C=N/NC(=O)CC(=O)NCc2cccnc2)c(OC)c1	?	/
COc1cc(C(=O)N[C@@H](C)C(=O)N2CCC3(CC2)NCCc2[nH]cnc23)cc(OC)c1OC	?	/
O=C(NCc1ccco1)c1ccccc1-c1nc(-c2ccc(F)cc2)no1	8.4%	-3.5
CC(C)(O)C#Cc1ccc(C(=O)N2CCN(C(=O)c3ccco3)CC2)cc1	?	/
Cc1ccc(S(=O)(=O)NCC(=O)NCCc2c[nH]c3ccccc23)cc1C	i	/
Cc1cc(NC(=O)CCC2COc3ccccc3O2)no1 (stereo not given)	-22.0%	0.9

Given comma-delimited: part of the list above
SMILES,Lipid storage S3,Lipid storage S3 cell count max
CC(C)(O)C#Cc1ccc(C(=O)N2CCN(C(=O)c3ccco3)CC2)cc1,?,/
Cc1ccc(S(=O)(=O)NCC(=O)NCCc2c[nH]c3ccccc23)cc1C,i,/
Cc1cc(NC(=O)CCC2COc3ccccc3O2)no1 (stereo not given),-22.0%,0.9

Remaining list, next part:
SMILES	Lipid storage S3	Lipid storage S3 cell count max
COc1ccc(CCN2CC(C(=O)N3CCN(C(C)=O)CC3)CCC2=O)cc1 (stereo not given)	5.8%	10.0
Cc1cc(=O)oc(C)c1C(=O)NCC1CCCO1 (stereo not given)	?	/
Cc1ccc(OCC(=O)N2CCN(C(=O)c3ccco3)CC2)cc1	?	/
COc1cccc(NC(=O)NNC(=O)c2ccc3c(c2)NC(=O)C(C)(C)O3)c1	?	/
CC1CC(C)CN(S(=O)(=O)N2CCCC(C(=O)NCCCN3CCOCC3)C2)C1 (stereo not given)	i	-8.9
CCNC(=S)NNC(=O)c1ccc(OC)cc1	10.1%	/
NS(=O)(=O)c1ccc(CCNC(=O)CNC(=O)c2ccccc2F)cc1	?	/
Cc1ccc(/C=N/NC(=O)Nc2ccccc2)o1	?	/
NC(=S)Nc1nccc(-c2cccs2)n1	?	/
CCNC(=O)Cn1c(=O)c(=O)n(Cc2ccccc2)c2ccc(Cl)cc21	-1.3%	3.6
COc1cccc(CN2CCN(C(=O)c3cccc(OC)c3)CC2)c1	-16.2%	-16.1

Ordered by heavy-atom count (falling): three of the compounds above
SMILES	Lipid storage S3	Lipid storage S3 cell count max
Cc1ccc(/C=N/NC(=O)Nc2ccccc2)o1	?	/
CCNC(=S)NNC(=O)c1ccc(OC)cc1	10.1%	/
NC(=S)Nc1nccc(-c2cccs2)n1	?	/

Compound activity deposited in PubChem BioAssay by National Center for Advancing Translational Sciences (NCATS).
